High-throughput results: PubChem, several laboratories
rCAG RNA binder = binders of r(CAG) RNA repeats, primary screen, biochemical, fluorescence | r(CAG) RNA repeat, TO-PRO-1 dye displacement fluorescence | inhibition, % at 3 µM | hit rate 1.3% among 370,000 | AID 651821, 2012;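 active = inhibition above the plate cutoff, the mean of all test compounds on that plate plus 3 SD, cut at about 35% in these data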;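 also: 0% = DMSO alone and 100% = 100 µM mitoxantrone as full dye displacement; higher means more dye released from RNA so lower well fluorescence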
NPR1 activator = GC-A stimulated cGMP production enhancers – HEK293 GC-A cells, cGMP TR-FRET, EC30 ANP, primary screen. Atrial natriuretic peptide receptor 1 (Homo sapiens), P16066. 0% at EC30 ANP, 100% saturating ANP. activation, % at 10 µM. hit rate 0.14% among 370,000. AID 1671463, 2021; in the data active = activation above about 40%
KLK7 zymogen act = proKLK7 zymogen activators, primary screen, biochemical, fluorescence intensity; purified proKLK7, EDANS-DABCYL substrate fluorescence; 100% is mature enzyme control, 0% vehicle; hit rate 0.9% among 370,000; activation, % at 7 µM; Kallikrein-7 (Homo sapiens), P49862;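 active = activation above the mean of all tested compounds plus 3 SD, computed per campaign excluding outliers beyond control limits, cut at about 13% in these data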
Target sequence (P49862 whole entry, looked up): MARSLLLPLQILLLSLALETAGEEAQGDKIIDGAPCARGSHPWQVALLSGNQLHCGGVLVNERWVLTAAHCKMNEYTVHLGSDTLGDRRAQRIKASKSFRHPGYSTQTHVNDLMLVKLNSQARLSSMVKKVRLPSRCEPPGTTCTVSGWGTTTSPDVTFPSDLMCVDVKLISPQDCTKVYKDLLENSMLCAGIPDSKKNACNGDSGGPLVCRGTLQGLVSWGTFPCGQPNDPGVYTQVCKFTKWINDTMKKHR
sPLA2-III inh = human group III sPLA2 inhibitors, primary screen, biochemical, QFRET, BODIPY PC-A2 liposome substrate; Group 3 secretory phospholipase A2 (Homo sapiens), Q9NZ20; QFRET BODIPY PC-A2 liposome hydrolysis, fluorescence; inhibition, % at 12.2 µM; hit rate 0.56% among 370,000;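 active = inhibition above mean plus 3 SD of compounds lying within the high and low control bounds, cut at about 19% in these data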;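 also: 0% = median of test compound wells and 100% = no enzyme DMSO wells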
FXN GAA850 act = FXN promoter activators, primary screen, cell-based, luciferase luminescence, HEK293 lucGAA850; HEK293 lucGAA850 FXN promoter luciferase reporter, 24 h; percent of 10 µM SAHA response; activation, % at 6 µM; hit rate 0.56% among 360,000;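 active = activation above the average of all compounds screened plus 3 SD, cutoff fixed separately per campaign, cut at about 7.5% in these data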;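 also: 0% = DMSO wells and 100% = 10 µM SAHA wells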
ASAP1 inh = inhibitors of human ASAP1 ArfGAP activity, primary screen, biochemical, fluorescence polarization | inhibition, % at 16.5 µM | ASAP1-stimulated ARF1 GTP hydrolysis, GDP FP detection | hit rate 0.19% among 360,000; in the data active = inhibition above about 25%;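 also: 0% = vehicle with enzyme and substrate and 100% = no enzyme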
DDE Tn6 FP inh = inhibitors of Tn6 peptide binding to fibrin DD(E), primary screen, biochemical, fluorescence polarization, human fibrin, Tn6 probe; Fibrin DD(E) TRITC-Tn6 fluorescence polarization displacement; inhibition, % at 8.3 µM; AID 720509, 2013; hit rate 0.21% among 370,000; Fibrinogen beta chain (Homo sapiens), P02675;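 active = inhibition above a per-campaign cutoff: mean of compounds within control limits plus 3 SD, cut at about 15% in these data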;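 also: 0% = median of all compound wells on the plate and 100% = blocking peptide control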
Target sequence (P02675 whole entry, looked up): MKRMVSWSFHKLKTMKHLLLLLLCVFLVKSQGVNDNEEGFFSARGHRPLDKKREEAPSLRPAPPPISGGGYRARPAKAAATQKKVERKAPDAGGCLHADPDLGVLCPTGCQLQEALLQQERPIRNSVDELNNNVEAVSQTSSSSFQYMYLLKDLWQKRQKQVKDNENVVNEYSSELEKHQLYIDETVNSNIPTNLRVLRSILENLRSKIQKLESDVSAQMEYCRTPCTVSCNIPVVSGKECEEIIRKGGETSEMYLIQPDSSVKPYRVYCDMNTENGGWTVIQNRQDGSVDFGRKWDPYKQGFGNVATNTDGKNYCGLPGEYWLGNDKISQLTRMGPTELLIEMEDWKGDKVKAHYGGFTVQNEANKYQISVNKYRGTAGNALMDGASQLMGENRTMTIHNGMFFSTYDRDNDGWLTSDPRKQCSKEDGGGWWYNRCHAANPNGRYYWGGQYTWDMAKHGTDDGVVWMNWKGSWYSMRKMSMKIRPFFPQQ
NPR2 activator = human GC-B receptor activators, primary screen, HEK293 GC-B cells, cGMP TR-FRET, EC30 CNP; hit rate 0.11% among 370,000; activation, % at 10 µM; Atrial natriuretic peptide receptor 2 (Homo sapiens), P20594; 0% at EC30 CNP, 100% saturating CNP; AID 1920062, 2024;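 active = activation at 10 µM reaching about 35% in either raw or pattern-adjusted values, limit read from the data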
ADAM10 inh = human ADAM10 inhibitors, primary screen, biochemical, QFRET, HTS. recombinant ADAM10, EDANS/DABCYL FRET peptide cleavage, 3 h. AID 720582, 2013. Disintegrin and metalloproteinase domain-containing protein 10 (Homo sapiens), O14672. inhibition, % at 7 µM. hit rate 0.62% among 370,000;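 active = inhibition above a per-campaign cutoff equal to the mean of compounds falling between control-based bounds plus 3 SD, cut at about 20% in these data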;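 also: 0% = DMSO wells while the 100% control is not disclosed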
ARFGAP1 inhibitor = inhibitors of rat ARFGAP1 GAP activity, primary screen, biochemical, fluorescence polarization, GDP tracer | ADP-ribosylation factor GTPase-activating protein 1 (Rattus norvegicus), Q62848 | Arfgap1-stimulated ARF1 GTP hydrolysis, GDP FP detection | inhibition, % at 16.5 µM | hit rate 0.26% among 360,000;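 active = inhibition above a per-plate limit, mean inhibition of low control wells plus 3 SD, cut at about 25% in these data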;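 also: 0% = DMSO wells with enzyme and 100% = wells lacking Arfgap1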
Target sequence (Q62848 1-136 limits assumed): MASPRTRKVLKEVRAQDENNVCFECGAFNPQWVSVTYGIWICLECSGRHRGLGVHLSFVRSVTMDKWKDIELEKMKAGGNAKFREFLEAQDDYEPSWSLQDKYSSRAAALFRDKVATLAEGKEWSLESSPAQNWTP
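Replicates: Single well per compound | Assay system: Truncated rat Arfgap1 GAP domain | Control set: No-Arfgap1 wells (100%) versus DMSO full-reaction wells (0%) | Times: Enzyme reaction 120 min at 25 °C after 20 min preincubation | Reagent: Human ARF1(Δ1-17)-GTP substrate | Measured by: Tracer-displacement fluorescence polarization with EDTA stop, 620/688 nm | Measure: Percent inhibition of Arfgap1-stimulated GTP hydrolysis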
* = called active by the depositor; i = inactive; x = not tested or not shown. Outcome played no part in choosing rows, and some 4.5% of all compounds hit somewhere here.

Value order – rCAG RNA binder	NPR1 activator	KLK7 zymogen act	sPLA2-III inh	FXN GAA850 act	ASAP1 inh	DDE Tn6 FP inh	NPR2 activator	ADAM10 inh	ARFGAP1 inhibitor
1	Cn1c(=O)c2cc(S(=O)(=O)Nc3cccc(F)c3)ccc2n(C)c1=O
 : 8.5	2.0	0.4	0.2	-2.2	11.0	-4.4	-7.5	10.2	-8.6
2	Cc1c(C)c2ccc(OCC(=O)N[C@@H](Cc3ccccc3)C(=O)O)cc2oc1=O
 : 13.9	-1.4	0.4	-9.1	0.2	3.1	-2.0	-12.3	i	0.8
3	Cc1ccccc1NC(=O)CN1C(=S)NC(C)(C)CC1C (stereo not drawn)
 : -1.0	5.3	-0.6	3.1	-3.2	3.7	4.3	2.3	1.7	5.6
4	O=C(COC(=O)c1ccccc1O)NC(=O)NCc1ccccc1
 : -2.1	-1.4	6.1	-7.6	-1.4	3.8	-4.3	-2.5	-11.8	6.7
5	CCCn1c(N)c(N(CCOC)C(=O)c2cc3ccccc3cc2OC)c(=O)[nH]c1=O
 : 2.7	2.6	0.1	1.7	-0.1	-12.7	-2.7	5.4	-14.6	-3.2
6	Cn1c(N)c(C(=O)COC(=O)Cc2c(F)cccc2Cl)c(=O)n(C)c1=O
 : -0.3	1.9	0.1	4.4	-0.1	-4.9	-3.6	0.1	-5.2	-5.6
7	COc1cccc(-c2nnn(CC(=O)NC3CCCC3)n2)c1OC
 : 2.6	1.6	0.2	1.7	0.7	-16.6	-0.1	-2.6	-7.6	3.0
8	CCSC1=NN2CCS(=O)(=O)N=C2S1
 : 1.3	3.5	1.1	-3.4	1.0	-4.1	0.7	-5.0	-4.4	7.1
9	CN=C1S/C(=C\c2ccc(SC)cc2)C(=O)N1C
 : 2.1	-8.6	0.6	9.1	4.6	1.2	-6.8	-3.3	-4.3	7.9
10	O=C(Nc1ccc(Cl)cn1)c1ccc2[nH]c(=O)c(=O)[nH]c2c1
 : 5.7	0.7	-2.5	5.8	0.6	1.4	7.1	-0.4	-10.7	6.9
11	CCN(CC)C(=O)CSc1nnc(-c2ccco2)n1N
 : 0.7	3.7	0.6	4.4	-0.4	-3.1	-2.1	-3.4	-2.1	6.6
12	Cn1cnc([N+](=O)[O-])c1Sc1n[nH]c(N)n1
 : -2.1	-0.7	0.1	1.8	-0.5	-0.9	3.1	2.2	-5.0	-2.4
13	COc1ccc(CNC(=O)COC(=O)C2CC2C)cc1OC (stereo not drawn)
 : -2.3	2.2	0.1	-0.9	-0.8	-0.3	2.3	-3.3	-4.1	6.9
14	CCN1CCN(C(=O)C(C)Nc2ccc(OC)cc2OC)CC1 (stereo not drawn)
 : -3.1	-1.7	-0.4	2.0	1.2	0.6	2.9	-0.6	-5.0	2.5
15	Cc1nc(-c2ccccc2Cl)sc1C(=O)/C=C/N(C)C
 : 24.2	2.9	-1.5	7.4	5.7	-2.4	2.4	0.2	-4.6	5.0
16	COc1ccc(NC(=O)CN(C)CC(=O)Nc2ccc(Cl)cc2F)cc1
 : -4.2	-3.9	-0.3	-3.9	0.8	-10.5	4.4	0.9	1.4	-1.6
17	COc1cc(Cl)c(C)cc1NC(=O)c1ccc2c(SCC(=O)O)c3c(nc2c1)CCCC3
 : 14.7	-2.8	0.1	-1.8	-1.0	1.7	-1.9	-2.5	-7.6	-9.1
18	Cc1ccc(N2C(=O)C3C(C(=O)c4ccccc4)=NN(c4ccccc4)C3C2=O)cc1 (stereo not drawn)
 : 4.2	5.5	0.2	-4.6	0.7	7.3	-0.5	-3.1	-4.2	7.9
19	Cc1ccc(NC(=O)c2cccs2)cc1S(=O)(=O)Nc1cccc(Cl)c1
 : 31.6	-2.1	0.8	-45.1	-0.8	6.3	-12.6	5.8	36.8*	4.4
20	Cc1ccc(NC2=NC(C(=O)Nc3ccc(C)c(C)c3)CC(=O)N2)cc1 (stereo not drawn)
 : -0.5	0.6	-0.4	-4.5	-0.7	-0.5	4.7	2.9	2.5	6.4
21	CC(C)(C)c1cc(C(=O)NNS(=O)(=O)c2ccccc2)n[nH]1
 : -0.2	-0.2	0.4	-6.5	1.1	2.1	-5.9	2.9	0.7	7.9
22	CCOc1ccc(C(=O)OCC(=O)NCc2ccccc2)cc1OCC
 : -3.0	0.1	0.2	-5.9	2.5	8.2	-1.1	-2.2	5.2	-2.1
23	CC(=O)c1ccc(Oc2ncnc(N)c2[N+](=O)[O-])cc1
 : -1.0	5.0	0.0	-5.7	-0.2	-6.0	6.5	3.1	6.0	1.2
24	COc1ccccc1-n1c(SCC(=O)Nc2nnc(C)s2)nc2c(c1=O)SCC2
 : 4.8	2.9	0.1	1.2	1.4	14.6	-9.3	4.3	-4.8	-4.7
25	CC[C@]12c3[nH]c4ccccc4c3CCN1C(=O)C(CC(=O)NCCN1CCOCC1)C[C@@H]2C(=O)N1CCN(C(=O)c2ccco2)CC1 (stereo partly drawn)
 : 1.8	1.3	0.8	-1.4	0.7	0.8	1.1	-1.6	-3.3	0.4
26	COc1ccccc1NC(=O)C/C(C)=N/NC(=O)COc1c(Br)cc(Br)cc1OC
 : 0.5	-0.9	0.7	-19.1	1.8	8.7	5.9	6.3	11.5	-0.1
27	C=CCn1c(SCC(=O)N(C)C)nc2sc3c(c2c1=O)CCC3
 : -1.4	0.8	-0.3	-0.7	3.8	-7.8	-3.7	-7.0	-0.1	-4.7
28	Cc1ccc(-c2ccc(=O)n(Cc3ccc(F)cc3)n2)cc1
 : -4.4	5.5	0.1	-6.7	2.7	4.0	11.4	0.9	-3.0	-4.4
29	O=C(NCCc1c[nH]c2ccccc12)C1CCN(S(=O)(=O)c2ccc(F)cc2)CC1
 : -2.6	-3.8	-0.1	-62.0	-0.8	12.4	-3.4	1.3	-4.5	11.5
30	COC(=O)C1=CN(Cc2ccc(OC)c(OC)c2)C=C(C(=O)OC)C1c1ccccc1F
 : 0.5	-7.4	-37.2	0.3	-0.7	-0.8	-1.6	2.8	i	-2.6
31	O=C(CCNS(=O)(=O)c1ccccc1F)NCc1ccc2c(c1)OCO2
 : -5.2	1.2	0.1	7.8	-1.5	-4.9	-0.6	6.0	6.5	6.6
32	CCCCN1CC(COCc2ccccc2)Oc2cccc(Oc3ccc(F)cc3OC)c2S1(=O)=O (stereo not drawn)
 : 10.0	-1.1	0.5	6.2	x	4.1	-7.2	0.2	-12.4	-11.2
33	CCCCN(CCCC)Cc1cc2ccccc2c2c1COC2
 : -1.3	-1.8	0.7	-5.2	1.1	8.7	3.8	9.6	-6.4	-5.8
34	Cc1nc(COC(=O)c2ccc(CO)cc2)cs1
 : 6.7	3.3	-0.2	-3.6	0.3	4.6	7.4	0.5	-0.3	0.1
35	Cc1csc(=NC(=O)c2ccccc2)n1CCO
 : 1.7	1.7	-0.3	9.7	-2.0	7.2	2.0	3.6	2.4	-4.3
36	O=C(/C=C/c1ccco1)Nc1ccc(Cl)c(S(=O)(=O)N2CCOCC2)c1
 : 5.9	1.2	-1.0	-12.5	1.3	-6.9	-1.9	5.8	8.4	5.9
37	Oc1ccccc1C=NN=C1c2ccccc2-c2ccccc21
 : 3.6	-6.3	0.7	4.4	1.8	6.6	-5.5	-5.8	-7.8	-3.2
38	CC1CC(OCC(O)CN2CCCCC2C)CC(C)(C)C1 (stereo not drawn)
 : 2.6	1.3	0.0	4.9	-1.2	-4.3	-2.4	8.7	-6.3	0.7
39	Cc1ccc(C(=O)CNc2ccc(Cl)cc2)cc1
 : -1.1	-3.5	0.5	0.4	1.1	-0.4	-2.9	-0.6	1.1	-2.1
40	CCOCCn1ccc2c(OCC(=O)Nc3cc(OC)ccc3OC)cccc2c1=O
 : 0.2	16.0	0.0	-0.1	-0.4	7.5	5.5	12.6	-7.2	0.8
41	Cc1ccc(NC(=O)COC(=O)c2ccc(S(=O)(=O)NCc3ccco3)cc2)cc1
 : 1.6	-1.6	0.4	-1.8	1.0	22.8	2.2	0.6	0.4	10.5
42	CC1CCN(c2ccc(NC(=O)c3ccc([N+](=O)[O-])o3)cc2)CC1
 : 0.2	-5.5	0.1	5.0	10.5*	4.0	-5.0	-2.7	2.4	6.3
43	CCC1CCCCN1C(=O)Nc1ccc(F)cc1 (stereo not drawn)
 : -1.0	-0.5	0.2	5.9	2.3	-0.9	4.1	1.5	-2.1	6.7
44	Cn1ccnc1-c1ccc(-c2nccn2C)cc1
 : -0.1	0.8	2.0	-0.5	0.7	6.7	5.4	-4.4	-82.5	19.9
45	CCCc1cc(=O)[nH]c(SCC(=O)C(C)(C)C)n1
 : -1.9	2.9	-0.6	-4.1	0.3	-2.0	-1.0	-2.2	-6.2	1.2
46	Cc1cccc(NC(=O)c2cccc(S(=O)(=O)N(C)c3ccccc3)c2)n1
 : 0.0	-3.4	0.1	-10.5	1.7	6.8	3.0	1.1	-5.6	-16.9
47	CN(Cc1ccccc1)C(=O)c1ccc(NC(=O)Cc2cccc(NC(=O)C3CCN(C(=O)C4CCCC4)CC3)c2)cc1
 : 11.0	2.8	0.7	-53.5	-0.5	-3.6	-2.4	1.2	4.3	7.9
48	O=C1/C(=C\c2ccccc2)CCC/C1=C/c1ccccc1
 : 3.4	-3.1	-0.6	-6.5	2.6	-7.0	12.0	-0.2	1.1	-2.8
49	O=C(CCCN1C(=O)/C(=C/c2cccs2)SC1=S)NNC(=O)c1ccncc1
 : 1.9	-8.7	-0.6	3.2	-1.2	7.9	-7.7	-1.0	3.2	5.9
50	NC(=O)[C@@H]1CCCNc2c(F)cc([N+](=O)[O-])cc2C(=O)N[C@@H](CCC(=O)O)C(=O)N[C@@H](CO)C(=O)N1
 : 2.8	4.9	0.2	-1.9	2.5	3.5	4.7	-2.6	-4.2	0.5
51	COc1ccc(-n2cnnc2SCC(=O)Nc2cccc(S(=O)(=O)N3CCCCC3)c2)cc1
 : 3.5	-1.8	0.1	-7.3	-0.1	14.0	11.2	-4.3	2.5	-3.1
52	CC(=O)c1c(C)[nH]c(C(=O)N2CC(C)CC(C)C2)c1C (stereo not drawn)
 : -4.9	-0.7	0.3	0.9	-0.4	-0.2	0.1	3.7	2.7	1.4
53	O=C1C2C3C=CC(C2C(=O)N1CCCO)C1C2C(=O)N(CCCO)C(=O)C2C31 (stereo not drawn)
 : 2.6	2.7	0.5	-2.0	-1.4	3.0	1.7	-0.9	-0.2	-11.6
